# From PubChem BioAssay
# MRP-1 activ – activators of MRP-1 | H69AR cells + doxorubicin, viability rescue, CellTiter-Glo | viability increase, % at 10 µM | 140,000 tested, 0.61% active | AID 799;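 active = viability gain under doxorubicin at or above a set limit, the compound median plus 3 SD, cut at about 4.7% in these data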;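 also: MRP-1 overexpressing cells given doxorubicin 25 µM after compound pretreatment; 18-22 h compound pretreatment then 72 h with doxorubicin before readout; 0% = doxorubicin-only wells and 100% = vehicle-treated cells without doxorubicin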
# NPY-Y2 antag – antagonists of human neuropeptide Y receptor Y2; AID 793; 140,000 tested, 0.99% active; inhibition, % at 2.7 µM; NPY-Y2 expressing cells, antagonist mode; in the data active = inhibition above about 17%;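 also: 0% = vehicle with agonist challenge and 100% = reference antagonist with challenge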
# Target sequence (P49146 whole entry, looked up): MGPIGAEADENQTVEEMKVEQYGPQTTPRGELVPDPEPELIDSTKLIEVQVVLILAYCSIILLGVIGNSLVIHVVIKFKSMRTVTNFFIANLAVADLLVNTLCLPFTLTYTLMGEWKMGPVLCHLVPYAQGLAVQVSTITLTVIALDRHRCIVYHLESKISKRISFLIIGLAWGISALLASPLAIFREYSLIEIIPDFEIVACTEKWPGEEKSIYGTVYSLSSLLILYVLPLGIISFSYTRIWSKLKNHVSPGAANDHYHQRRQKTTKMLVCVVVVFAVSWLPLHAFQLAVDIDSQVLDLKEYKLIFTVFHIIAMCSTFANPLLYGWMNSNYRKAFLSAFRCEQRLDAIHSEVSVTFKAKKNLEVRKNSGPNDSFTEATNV
# GALR2 antag – blocks the human galanin receptor 2; O43603; GALR2-expressing cells, antagonist mode; inhibition, % at 4 µM; 140,000 tested, 0.39% active; in the data active = inhibition above about 27%;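 also: cells stimulated with galanin 1-16 at roughly its EC80; 0% = agonist challenge control and 100% = basal control without agonist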
# Target sequence (O43603 whole entry, looked up): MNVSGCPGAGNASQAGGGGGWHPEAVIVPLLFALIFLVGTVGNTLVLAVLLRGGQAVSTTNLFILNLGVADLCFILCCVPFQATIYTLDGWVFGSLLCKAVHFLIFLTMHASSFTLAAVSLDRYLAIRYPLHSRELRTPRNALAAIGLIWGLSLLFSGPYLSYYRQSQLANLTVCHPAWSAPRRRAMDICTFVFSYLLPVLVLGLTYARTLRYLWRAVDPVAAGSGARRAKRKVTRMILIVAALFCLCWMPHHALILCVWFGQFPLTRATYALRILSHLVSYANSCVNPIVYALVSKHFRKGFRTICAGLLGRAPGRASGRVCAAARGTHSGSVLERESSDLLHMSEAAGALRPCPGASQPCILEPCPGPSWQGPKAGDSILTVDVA
# Yeast life ext – extends the lifespan of yeast; inhibition of the nicotinamide effect, % at 10 µM; S. cerevisiae growth with nicotinamide, OD615; deaD strain in restrictive glucose medium; AID 775; 130,000 tested, 0.68% active;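 active = inhibition above a set limit, placed 3 SD over the median of all compounds, cut at about 26% in these data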;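 also: 0% = nicotinamide-treated wells and 100% = cells grown without nicotinamide; some compounds called inactive have numbers as strong as hits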
#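 Assay system: engineered S. cerevisiae DeaD replicative-lifespan strain, galactose-grown log-phase cells; Buffer or medium: CSMM-D glucose medium, restrictive; Probe or stimulus: nicotinamide 1.5 mM; Compound: single dose 10 µM compound, 0.25% DMSO; Schedule: 4 h preincubation then 48 h treatment at 30 °C; Technique: OD615 measurement.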
# E-sel TNF inh – TNF alpha driven E-selectin expression inhibition; HUVEC TNFa-induced E-selectin immunofluorescence, high content; inhibition, % at 2 µM; 120,000 tested, 0.71% active;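 active = inhibition above the batch mean plus 3 SD, and confirmed as a hit on visual image review, cut at about 43% in these data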;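 also: 0% = TNF-stimulated DMSO wells and 100% = unstimulated control wells; not every result past the cut was called active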
# BB579 growth dn – chemicals that inhibit yeast BB579 growth in restrictive medium (lifespan-shortening candidates); inhibition, % at 10 µM; S. cerevisiae BB579 growth, OD615, 48 h; AID 804; 140,000 tested, 0.51% active;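 active = inhibition above a set limit, 3 SD over the mean compound inhibition, cut at about 44% in these data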; also: inactives centre near -24
#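 System: Saccharomyces cerevisiae DeaD strain BB579, replicative lifespan model yeast. Buffer or medium: restrictive glucose-based CSMM-D medium. Doses: one dose, 10 µM compound with 0.25% DMSO. Timing: 4 h preincubation and 48 h exposure at 30 °C. Detection: turbidity as optical density at 615 nm. Benchmarks: amphotericin B 10 µg/mL, positive.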
# HCT116 PTEN-null – growth suppressors of cells with PTEN tumor suppressor deletion | viability, % at 10 µM | HCT116 PTEN-null viability, CellTiter-Glo, 60 h; active compounds read low | AID 827 | 140,000 tested, 1.2% active;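 active = viability at or below a set limit, 4 SD under the median of all tested compounds, cut at about 3.7% in these data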;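 also: PTEN knockout HCT116 line with beta catenin targeted HCT116 as companion control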
# Measles CPE – protection of cells from measles virus | AID 841 | protection (pct of control), % at 4 µM | Measles virus-infected cells, CPE protection, absorbance | 140,000 tested, 1.5% active; in the data active = protection mostly above about 24%, no sharp cut-off; inactive = mostly below about 26%; also: some compounds called inactive have numbers as strong as hits
# Phagocyt inh – inhibitors of macrophage phagocytosis; J774A.1 macrophage IgG-bead phagocytosis, imaging; AID 1029; inhibition, % at 5 µM; 110,000 tested, 0.07% active;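 active = inhibition above the mean of the plate negative controls plus 5 SD, cut at about 13% in these data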;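 also: phagocytic index as fraction of beads internalized from green versus red external bead signal; plate controls were DMSO negative control for no effect and cytochalasin-D positive control for full effect; some results beyond the cut were filed as inactive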
# HCT116 bCat-KO – beta-catenin-lacking colon tumor cell growth suppression; HCT116 beta-catenin knockout viability, CellTiter-Glo, 60 h; active compounds read low; viability, % at 10 µM; 140,000 tested, 1.5% active; AID 818;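 active = viability at or under a set limit, the compound median less 4 SD, cut at about 6% in these data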;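 also: 0% = Hyamine 1622 control at 20 µM and 100% = untreated cell control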
# * hit, by the source's call; · = no result given.
SMILES,MRP-1 activ,NPY-Y2 antag,GALR2 antag,Yeast life ext,E-sel TNF inh,BB579 growth dn,HCT116 PTEN-null,Measles CPE,Phagocyt inh,HCT116 bCat-KO
CCS(=O)(=O)c1ccc2oc(Nc3cc(C)cc(C)c3)nc2c1,-5.1,6,4,-4,-12,-46,85,6,·,90
Cc1ccc(S(=O)(=O)N(C)CC(O)Cn2c3ccccc3c3ccccc32)cc1 (configuration not stated),1.6,3,-13,-3,-4,-27,57,39*,0,69
O=C(COC(=O)CCSc1ccc(Cl)cc1)NCCc1ccccc1,0.5,4,-3,-6,41,-22,95,22,-5,88
CCn1cc(CNC(=O)c2cc(-c3ccccc3OC)nc3ccccc23)c(C)n1,-5.5,3,9,4,-33,-21,88,20,2,85
COC(=O)c1ccccc1NC(=O)C1CCCN(S(=O)(=O)c2ccccc2)C1 (configuration not stated),-0.2,4,-2,-7,4,-15,107,4,-2,107
Cc1ccccc1C(=O)Nc1cccc(NC(=S)NC(=O)c2cccs2)c1,-1.3,1,6,4,-20,-11,85,3,·,95
Cn1nnnc1SCc1ccccc1F,-0.5,3,5,-3,-72,-39,102,8,2,104
COc1cc2c(cc1NC(=O)CN1CCN(S(=O)(=O)c3ccccc3F)CC1)oc1ccccc12,-0.6,4,7,-15,-1,-6,75,8,0,78
Cc1cccc(N2CCN(C(=O)c3ccccc3NC(=O)C3CCCCC3C(=O)O)CC2)c1 (configuration not stated),0.6,3,1,1,·,-28,99,40,-4,94
Cc1cc(C)c(S(=O)(=O)N(CC(=O)N2CCCC2)C2CCCCC2)c(C)c1,-3.1,5,6,4,-15,-28,69,15,2,68
CCN(CC)S(=O)(=O)c1ccc(Cl)c(C(=O)OC)c1,-0.7,1,-7,-8,3,-4,95,5,-1,93
CCOC(=O)c1ccc(-n2ncc(C(=O)OCC)c2N)cc1,-3.3,0,-4,-9,-5,-16,91,22,1,77
N#C/C(C(=O)N1CCOCC1)=C1/SC(Cc2ccc(F)cc2)C(=O)N1c1ccccc1 (configuration not stated),-1.0,1,-13,4,12,-17,89,4,0,83
O=C(Nc1ccccc1)C(Cc1ccccc1)NC(=O)C12CC3CC(CC(C3)C1)C2 (configuration not stated),-2.9,-2,3,-16,-3,-12,93,4,-2,90
COCCn1c(Cc2ccccc2)nnc1SCC(=O)Nc1cc(C)on1,-0.1,4,-10,5,·,-30,100,15,0,106
CCCNC(=O)CN(CCc1ccccc1)S(C)(=O)=O,-1.5,3,0,-2,-6,10,96,4,0,90
Cc1[nH]c2ccccc2c1C(=O)COC(=O)C1CC(=O)N(Cc2ccco2)C1 (configuration not stated),-2.8,5,20,0,1,-12,91,6,1,88
Cc1ccc(NC(=O)COC(=O)c2ccc(OCc3c(C)noc3C)cc2)cc1S(=O)(=O)N1CCOCC1,0.7,1,7,3,·,-48,99,9,-13,96
COc1cc(-c2nnc(SCC(=O)N(Cc3ccccc3)C(C)(C)C)o2)cc(OC)c1OC,-5.4,13,-3,-20,-4,-44,44,5,-1,69
CCCn1c(SCC(=O)Nc2cccc(C(=O)OCC)c2)nnc1-c1ccoc1C,0.7,4,-2,-8,-14,-28,85,2,0,95
CCn1c(CNC(=O)Cc2ccc(OC)cc2)nnc1SCC(=O)Nc1nccs1,-1.4,0,-10,-13,-17,-10,87,11,-3,90
CC1CCc2ccc(F)cc2N1S(=O)(=O)c1cccs1 (configuration not stated),-3.4,4,5,0,8,-27,46,8,1,44
O=C(NC1CCCC1)NS(=O)(=O)c1ccccc1Cl,-1.6,0,9,·,-10,-22,95,29,0,99
Cn1cnc([N+](=O)[O-])c1Oc1cccc(O)c1,-3.8,-1,5,6,·,-33,70,3,·,61
Cc1cccc(N(C(=O)c2nsc(Cl)c2Cl)C(C(=O)NC2CCCC2)c2ccc(O)cc2)c1C (configuration not stated),-3.1,7,2,1,·,-37,49,6,-7,53
COc1ccccc1OCC(=O)Nc1cccc(N(C)S(C)(=O)=O)c1,-0.4,0,2,-9,-2,-72,119,14,0,103
Cc1c(OCc2nn[nH]n2)ccc2c3c(c(=O)oc12)CCC(C)C3 (configuration not stated),-0.5,-2,-3,-20,10,-41,117,2,-1,98
COC(=O)c1cn(CCOc2ccc(C)cc2)c2ccccc12,1.3,5,-11,-22,-1,-43,34,18,-1,32
CCN1CCN(C(=O)C2(NC(=O)Nc3ccccc3Cl)CCCCC2)CC1,-3.6,3,-7,·,-5,-25,93,49*,·,93
COc1ccc(CCNC(=O)CCCCCN2C(=O)c3ccccc3C2=O)cc1,-0.5,0,-1,0,-6,-64,99,6,·,89

# A second format for 2 compounds above.
# Sequence of screens: MRP-1 activ, NPY-Y2 antag, GALR2 antag, Yeast life ext, E-sel TNF inh, BB579 growth dn, HCT116 PTEN-null, Measles CPE, Phagocyt inh, HCT116 bCat-KO
> O=C(NC1CCCC1)NS(=O)(=O)c1ccccc1Cl
→ -1.6, 0, 9, ·, -10, -22, 95, 29, 0, 99
> Cn1cnc([N+](=O)[O-])c1Oc1cccc(O)c1
→ -3.8, -1, 5, 6, ·, -33, 70, 3, ·, 61

# More entries follow.
SMILES,MRP-1 activ,NPY-Y2 antag,GALR2 antag,Yeast life ext,E-sel TNF inh,BB579 growth dn,HCT116 PTEN-null,Measles CPE,Phagocyt inh,HCT116 bCat-KO
COc1ccc(C(=O)CSC2=C(C#N)C3(CCCCC3)C(C#N)=C(N)N2)cc1,-2.1,-1,-13,-8,·,-41,91,9,0,78
C=CCNc1cc(C(F)(F)F)nc(-c2ccccn2)n1,-3.0,-2,-7,-4,-2,-24,96,20,·,94
O=C(COc1ccc(Br)cc1)NNC(=S)NC(=O)c1ccccc1[N+](=O)[O-],-0.4,6,-5,0,-2,-27,83,6,-2,76
CC(=O)N1CCN(S(=O)(=O)c2cccc(C(=O)OCC(=O)NC(=O)c3cccn3C)c2)CC1,-3.3,1,-3,12,27,-39,88,19,-1,85
CCOC(=O)C(C(=O)OCC)N(C#N)c1nc(OC)nc(N(C)C)n1,-4.2,3,-1,1,12,-21,97,1,2,102
COc1ccc(OC)c(S(=O)(=O)N(C)CC(=O)N2CCN(c3ccccc3F)CC2)c1,-1.8,3,0,-12,23,-2,95,33,-1,93
CCC(C)NC(=O)C1CCN(S(=O)(=O)N2CCCC2)CC1 (configuration not stated),-0.1,1,9,-9,-10,-10,94,6,0,84
COc1ccc(C(=O)NCC(=O)OCC(=O)c2cc(OC)c(OC)c(OC)c2)cc1OC,-0.5,1,6,2,38,-23,93,44*,10,85
Cc1ccc(-c2c(C)n([O-])c3c([n+]2=O)CCCCC3)o1,-1.4,1,10,-5,6,-27,96,6,-2,93
CCN(c1ccccc1)S(=O)(=O)c1ccc(OCc2c(C)noc2C)cc1,-1.2,3,-10,-8,2,-21,96,11,0,97
N#CCSCC(=O)Nc1ccccc1,-0.4,1,14,-1,-38,-12,102,9,6,100
COc1ccc(CSCCN)cc1Cl,-3.8,0,-8,-7,2,-19,96,3,·,96
CCOC(=O)c1c(CC(C)C)csc1NC=O,-1.0,2,-6,-5,1,-48,99,3,0,85
Cc1ccc(S(=O)(=O)N2CCOCC2)cc1NC(=O)CN1CCN(c2ccc(O)cc2)CC1,-1.5,2,13,-1,·,-42,62,8,0,54
CCC1(C)N=c2c(c(=O)n(C)c(=O)n2C)=NO1 (configuration not stated),0.1,1,0,-10,4,-2,97,14,-2,101
CCc1ccc(N2CC(C)Cn3c2nc2c3c(=O)n(CCN3CCOCC3)c(=O)n2C)cc1 (configuration not stated),-3.3,2,3,-8,-10,21,89,34,·,78
O=C(Nc1cc(Cl)cc(Cl)c1)C(c1ccccc1)N1CCCCC1 (configuration not stated),-2.0,20*,-7,-2,·,-34,42,7,-9,48
CCOc1ccc(-c2nc(-c3ccncc3)no2)cc1OCC,-2.5,2,-2,-11,5,-25,90,16,0,86
CCC(CC)C1C(C#N)=C(N)Oc2n[nH]c(-c3ccccc3)c21 (configuration not stated),-1.8,0,-5,5,·,-42,86,2,-2,82
CNC(=O)Nc1ccccc1F,-0.5,1,-7,-4,4,-29,92,7,-1,94
COc1ccc(CSCC(=O)N/N=C/c2ccc(OCC(=O)NCc3ccco3)cc2)cc1,0.1,8,14,-1,-48,-30,84,39,3,86
Cc1nc(C)c(C(=O)C2=C(O)C(=O)N(CCN(C)C)C2c2ccccc2)s1 (configuration not stated),-0.5,0,-2,-2,·,-28,107,9,-1,102
COc1cc(N(C)C)c(NC(C)=O)cc1C(=O)O,0.2,1,-13,-7,-1,-9,107,12,0,97
CCOc1ccc(NC(=O)c2nnn(CC(=O)Nc3ccccc3OCC)c2N)cc1,-2.1,1,-10,1,·,-38,101,27,-1,85
N#Cc1nc(COc2ccc(F)cc2)oc1N1CCC(Cc2ccccc2)CC1,5.3*,37*,-8,-2,-6,-10,85,6,0,78
CCOC(=O)N(CC)OC(=O)Nc1ccc(Cl)cc1,0.3,2,-6,10,17,-34,95,11,0,111
COc1ccc(S(=O)(=O)N[C@H](C(=O)O)C(C)C)cc1,0.7,1,-4,0,-5,-44,105,16,-1,101
O=C(Cc1ccc(Cl)cc1)NNS(=O)(=O)c1ccc([N+](=O)[O-])cc1,-2.7,1,-10,5,14,-16,107,19,-6,93
C[C@]12CCC(=O)C=C1CC[C@@H]1[C@@H]2C(=O)C[C@@]2(C)[C@H]1CC[C@]2(O)C(=O)CO,-0.2,1,-4,0,-47,-6,96,11,·,89
O=C(Cn1nc(C(F)F)cc1C(F)F)N/N=C/c1ccc2c(c1)OCO2,-0.1,2,3,-9,·,-25,90,1,·,99
CCN(CC)c1ccc(NC(=O)c2cccnc2)cc1,-3.2,3,-2,-22,-1,-17,83,8,0,91
Cc1ccc(S(=O)(=O)C2(C(=O)N3CCCCC3C)CC2)cc1 (configuration not stated),-0.1,2,7,6,·,-56,93,20,-1,96
CCOc1ccc(NC(=O)CC(c2ccccc2)c2ccc(F)cc2)cc1 (configuration not stated),-1.9,2,-9,-1,·,-7,87,2,-8,83
O=C(O)CC1S/C(=N/N=C/C=C/c2ccccc2[N+](=O)[O-])NC1=O (configuration not stated),-1.5,0,6,0,·,-17,96,31,-6,102
COc1ccc(CCNC(=O)c2cnn3cccnc23)cc1OC,-0.3,2,-1,-13,0,-45,107,9,-1,100
CC(C)CC1(C(=O)O)NC(c2ccccc2O)C2C(=O)N(C(C)C)C(=O)C21 (configuration not stated),-1.0,3,-4,1,·,20,82,4,0,103
COC(=O)c1cccc(NC(=O)CSc2nc3cccnc3n2C)c1,-0.6,3,-3,-15,·,-8,70,63*,-1,78
CCOC(=O)c1ccc(N(CC(=O)NC2CCCC2)C(=O)CNC(=O)c2ccco2)cc1,-0.8,1,-3,-6,20,-14,96,4,2,86
CCOc1cc(NC(=S)NCc2ccco2)c(OCC)cc1NC(=O)CC,-1.3,3,6,3,·,-18,102,10,-1,100
CCCC(=O)Nc1ccc(C(=O)NCCCn2ccnc2)cc1,-3.7,3,-8,-3,11,-13,96,0,2,88
Clc1cccc(OCCN2CCOCC2)c1,-1.6,0,-1,-1,·,6,87,5,-3,74

# Outcome played no part in choosing rows; about 6.4% have a hit in one of these screens.
